SENP8 block: SENP8 protease inhibition. AID 2540. inhibition, % at 10 µM. purified SENP8, Z-RLRGG-aminoluciferin cleavage, luminescence. 330,000 compounds, 1.2% hits
Target sequence (Q96LD8 whole entry, looked up): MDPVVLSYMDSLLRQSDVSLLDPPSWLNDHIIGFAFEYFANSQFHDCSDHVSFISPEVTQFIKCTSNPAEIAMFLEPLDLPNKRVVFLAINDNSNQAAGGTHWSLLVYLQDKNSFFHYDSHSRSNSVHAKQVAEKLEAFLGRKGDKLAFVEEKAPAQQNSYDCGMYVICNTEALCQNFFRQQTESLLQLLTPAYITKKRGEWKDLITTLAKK
UBC13 polyUb: human UBC13 polyubiquitination inhibition; UBC13 polyubiquitin chain formation, TR-FRET; 330,000 compounds, 0.47% hits; AID 485273; inhibition, % at 20 µM; in the data active means inhibition above about 45%, passing the limit was not always enough
CCR6 antagonist: CCR6 (human) receptor antagonism; P51684; CHO-K1 CCR6 PathHunter beta-arrestin, luminescence, CCL20-stimulated; inhibition, % at 20 µM; 340,000 compounds, 0.49% hits;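 active means compounds whose inhibition of the agonist-driven luminescence signal at 20 µM reaches about 50%, limit read from the data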;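 further: cells stimulated with CCL20 at 14 nM final; plate controls were DMSO with CCL20 for no effect and DMSO without agonist for full effect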
Target sequence (P51684 whole entry, looked up): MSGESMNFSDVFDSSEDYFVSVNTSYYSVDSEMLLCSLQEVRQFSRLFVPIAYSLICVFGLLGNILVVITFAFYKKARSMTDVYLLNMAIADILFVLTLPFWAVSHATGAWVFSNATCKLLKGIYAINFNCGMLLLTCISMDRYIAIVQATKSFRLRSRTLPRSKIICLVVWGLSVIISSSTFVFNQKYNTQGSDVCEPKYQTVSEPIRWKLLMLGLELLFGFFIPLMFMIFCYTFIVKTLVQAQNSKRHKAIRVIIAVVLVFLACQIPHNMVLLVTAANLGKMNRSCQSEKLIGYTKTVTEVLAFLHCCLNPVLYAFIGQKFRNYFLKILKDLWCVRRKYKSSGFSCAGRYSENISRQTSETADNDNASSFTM
Gli-Sufu antag: blocks Gli-Sufu signaling in a luciferase reporter | Sufu-KO-LIGHT fibroblasts, Gli luciferase reporter luminescence | inhibition, % at 5 µM | 340,000 compounds, 0.74% hits;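 active means inhibition above about 55%, limit read from the data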;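 further: 0% = DMSO-treated cells and 100% = wells with medium but no cells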
697 NFkB inh: lowers PMA/ionomycin-induced NF-kB signal in 697 B cells; 697 B-cell NF-kB luciferase reporter, 16 h; inhibition, % at 4 µM; 330,000 compounds, 0.33% hits; AID 435022; in the data active means inhibition above about 35%
Jurkat NFkB inh: lowers PMA/ionomycin-induced NF-kB signal in Jurkat cells | inhibition, % at 4 µM | 330,000 compounds, 0.53% hits | PMA/ionomycin-induced NF-kB luciferase reporter, luminescence
EBI2 block: EBI2 (human) antagonism; 360,000 compounds, 0.81% hits; inhibition, % at 5 µM; EBI2 beta-arrestin recruitment, luminescence, 7a,25-OHC stimulated; P32249; AID 651636; in the data active means inhibition above about 38%;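 further: enzyme fragment complementation signal reports receptor beta-arrestin coupling in cells; 0% = agonist plus DMSO wells and 100% = wells without agonist; some results beyond the cut were filed as inactive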
Target sequence (P32249 whole entry, looked up, the tested form may be a part): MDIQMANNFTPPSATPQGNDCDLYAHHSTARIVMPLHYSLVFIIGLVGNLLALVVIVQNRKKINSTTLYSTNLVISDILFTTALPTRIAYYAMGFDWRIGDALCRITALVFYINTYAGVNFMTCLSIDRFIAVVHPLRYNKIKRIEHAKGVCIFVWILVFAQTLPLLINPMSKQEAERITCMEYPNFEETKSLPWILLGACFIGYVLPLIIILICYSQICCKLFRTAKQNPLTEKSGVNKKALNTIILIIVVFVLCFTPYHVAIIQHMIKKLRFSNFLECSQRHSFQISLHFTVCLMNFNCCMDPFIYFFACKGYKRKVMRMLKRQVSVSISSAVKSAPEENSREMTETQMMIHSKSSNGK
Apaf1 inhib: blocks human Apaf-1 apoptosome activity; 330,000 compounds, 0.71% hits; AID 489030; O14727; reconstituted apoptosome caspase-3 activity, DEVD-Rh110 fluorescence; inhibition, % at 20 µM; active means inhibition of at least 40% at 20 µM;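 further: plate controls were DMSO wells for no effect and DEVD-CHO caspase inhibitor wells for full effect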
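detection = Rh110 fluorescence intensity | test system = biochemical Apaf-1 apoptosome reconstitution | also added = cytochrome c and DEVD-Rh110 substrate | schedule = 30 min plus 50 min, RT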
An asterisk follows results filed as active; . = not tested or not shown. Unless noted, no stated cut-off is given here; in the data, active means inhibition above about 50%; inactive means the rest.

SMILES | SENP8 block | UBC13 polyUb | CCR6 antagonist | Gli-Sufu antag | 697 NFkB inh | Jurkat NFkB inh | EBI2 block | Apaf1 inhib
CC1CCN(c2ccc3nnc(CCC(=O)Nc4ccc(F)cc4)n3n2)CC1 | 3.0 | 4.7 | -13.4 | -0.5 | -37.3 | 18.5 | -3.1 | -2.3
COc1cc(C2CC(=O)c3cnc(N4CCN(Cc5ccccc5)CC4)nc3C2)cc(OC)c1OC (stereo not given) | 1.5 | 4.3 | 1.9 | -9.8 | -73.2 | 58.5* | 19.0 | 29.4
COc1ccc(C2=CC(=O)C[C@H](c3ccc4c(c3)OCO4)C2)cn1 | -10.7 | -11.2 | 4.1 | -5.8 | -24.9 | 14.4 | 10.6 | 12.1
CC(C)n1c(O)c(N=Nc2ccccn2)c2ccccc21 | -0.1 | -7.5 | 10.9 | 11.2 | 8.4 | 3.8 | -12.3 | 12.2
CN(C)C(CNC(=O)c1ccccc1OCc1ccc(Cl)cc1)c1ccco1 (stereo not given) | 7.4 | 1.4 | 7.5 | 25.5 | -11.6 | -6.6 | 16.5 | 7.9
Cc1c(Cc2c(C)n(C)n(-c3ccccc3)c2=O)c(=O)n(-c2ccccc2)n1C | 1.2 | -1.5 | 6.1 | 8.2 | 15.5 | -7.9 | -1.8 | 1.6
Cn1c(=O)cc(SCC(=O)Nc2ccccn2)c2ccccc21 | 3.0 | 14.5 | -6.7 | 1.1 | -10.7 | -18.5 | . | -6.9
CC(OC(=O)c1ccccc1NCCO)C(=O)NC1CCCCC1C (stereo not given) | -5.3 | 12.7 | 6.0 | 14.3 | 10.2 | 18.9 | -6.5 | -0.9
Cc1ccc(C)c(Nc2nc3c(S(=O)(=O)c4ccccc4)nnn3c3ccccc23)c1 | 8.3 | 10.3 | 27.1 | 24.5 | -2.3 | 14.1 | 18.2 | 6.0
COP(=O)(OC)c1nc(-c2ccc(C)cc2)oc1N1CCCCC1 | 0.7 | 4.3 | 0.1 | -2.6 | -2.0 | -8.7 | -4.4 | 12.1
Cc1ccc(/C=C/C(=O)OCC(=O)Nc2ccc3[nH]c(=O)[nH]c3c2)o1 | 1.7 | -8.2 | 0.6 | 3.0 | 5.6 | 11.0 | 2.3 | 2.0
Cc1nn(C(C)(C)C)c(OC(=O)c2ccc(Br)o2)c1Sc1ccccc1 | 4.0 | -5.9 | -9.2 | 6.8 | 36.3* | 8.8 | -24.7 | 14.5
COc1ccc(-c2cc3nc(C)c(CCC(=O)NCc4ccco4)c(C)n3n2)c(OC)c1 | 0.0 | 13.4 | -2.7 | -0.1 | 28.5 | 11.0 | 17.3 | 3.8
CC(C)(C)C(=O)CCN1C(=O)C2(OCCO2)c2ccccc21 | 7.1 | 4.6 | -5.9 | 2.4 | 3.8 | -0.6 | -5.6 | -5.2
COc1ccc(NC(=S)NCC2CCCO2)c(OC)c1 (stereo not given) | -5.5 | -0.3 | 10.4 | -4.4 | 0.0 | 2.4 | -1.9 | 5.3
O=C1NC(c2cccc(Cl)c2)Oc2ccccc21 (stereo not given) | 6.6 | 0.3 | 1.9 | 24.8 | 15.9 | 0.1 | -8.8 | -3.5
COc1ccc2c(c1OC)C(=O)N(c1ccc(F)cc1)C2 | 2.7 | 0.9 | 4.2 | -13.8 | -86.5 | -62.4 | -14.7 | 5.1
CCn1cc(C(=O)N2CCN(C3CCCCC3)CC2)c2cc(OC)c(OC)cc2c1=O | -2.4 | -8.2 | -23.7 | 0.9 | 2.0 | 1.0 | -1.3 | 5.6
Cc1nc2ncnn2c(C)c1CCC(=O)N1CC(C)CC(C)C1 (stereo not given) | -8.2 | 1.7 | -9.3 | 5.0 | 4.9 | -12.3 | -6.8 | 1.3
COc1ccccc1OCc1ccc(C(=O)Nc2ccc(Cl)cn2)o1 | -0.5 | -7.7 | 5.9 | 0.1 | -14.0 | 1.6 | 0.1 | 15.9
CC(C)C[C@H](NC(=O)N1c2ccccc2NC(=O)[C@@H]1C(C)C)C(=O)N1CCC[C@@H]1C(=O)O | -20.3 | -4.3 | 2.2 | -1.8 | 5.0 | 17.1 | -5.4 | 7.3
Cc1ccc(S(=O)(=O)Nc2ccc(Cl)cc2)cc1NC(=O)c1cc2c(s1)CCCC2 | -9.2 | 8.8 | 10.6 | 10.4 | -0.7 | 6.3 | 12.1 | -4.7
O=C(CSc1nnc(NC(=O)c2ccco2)s1)Nc1ccc(F)cc1F | -15.7 | 3.8 | 6.9 | -3.8 | 6.7 | -6.5 | -2.6 | -7.3
N#C/C(=N\Nc1cccc([N+](=O)[O-])c1)C(=O)c1ccc(Br)cc1 | 60.3* | -11.8 | 12.2 | 26.9 | -10.9 | 5.4 | 3.2 | 3.9
COc1ccc(C2(c3ccc(OC)cc3)NC(=O)N(CC(=O)N(C)c3ccccc3)C2=O)cc1 | -0.6 | -6.6 | 2.2 | 1.4 | -13.6 | -4.8 | -13.2 | 26.5

Already shown: two of the compounds above.
SMILES | SENP8 block | UBC13 polyUb | CCR6 antagonist | Gli-Sufu antag | 697 NFkB inh | Jurkat NFkB inh | EBI2 block | Apaf1 inhib
N#C/C(=N\Nc1cccc([N+](=O)[O-])c1)C(=O)c1ccc(Br)cc1 | 60.3* | -11.8 | 12.2 | 26.9 | -10.9 | 5.4 | 3.2 | 3.9
COc1ccc(C2(c3ccc(OC)cc3)NC(=O)N(CC(=O)N(C)c3ccccc3)C2=O)cc1 | -0.6 | -6.6 | 2.2 | 1.4 | -13.6 | -4.8 | -13.2 | 26.5

More results
SMILES | SENP8 block | UBC13 polyUb | CCR6 antagonist | Gli-Sufu antag | 697 NFkB inh | Jurkat NFkB inh | EBI2 block | Apaf1 inhib
CCN(C(=O)COC(=O)c1ccc(C=O)cc1)c1c(N)n(Cc2ccccc2)c(=O)[nH]c1=O | -9.8 | 2.4 | -1.5 | 3.3 | -6.2 | -3.7 | -3.7 | 15.4
Cc1no[n+]([O-])c1COc1ccc(/C=C2\NC(=S)NC2=O)cc1 | 0.2 | -16.2 | -9.4 | -19.7 | -5.2 | -1.1 | . | 6.4
O=C(NCc1ccccc1F)c1ccc2c(c1)OCO2 | -11.1 | -8.5 | 0.4 | -12.2 | 3.3 | -12.7 | -3.9 | -0.6
O=C(NCc1nc(-c2ccc(C(F)(F)F)cc2)no1)Nc1cc(Cl)cc(Cl)c1 | -2.8 | -14.8 | -1.4 | 20.4 | 24.9 | 12.3 | 6.7 | 8.4
Cc1ncc(S(=O)(=O)c2ccccc2)c(-c2ccc(Cl)cc2Cl)n1 | -7.0 | 7.3 | 8.6 | 6.1 | 10.3 | -1.6 | -2.0 | 2.1
Cc1cccc(C(=O)NC2CCN(CC(=O)NCc3cccs3)CC2)c1 | -13.9 | -4.4 | 6.4 | -0.5 | 20.0 | -0.3 | -12.5 | 15.2
Cc1cc(NC(=O)CN2C(=O)CC(c3ccco3)Sc3ccccc32)no1 (stereo not given) | 8.3 | -7.6 | 21.1 | 1.2 | -6.8 | 7.5 | 10.5 | 13.7
O=C(c1cc(COc2ccc(F)cc2Cl)on1)N1CCCCCC1 | 8.4 | -1.0 | 7.6 | -65.8 | -186.6 | -108.0 | 2.9 | 5.9
O=C(c1ccccc1Cc1ccccc1)N1CCN(S(=O)(=O)c2ccccc2F)CC1 | -3.1 | -37.2 | 3.9 | 4.3 | 7.4 | -7.9 | 6.8 | 6.3
CC(C)(C)NC(=O)C(c1ccc(F)cc1)N(Cc1ccccc1Cl)C(=O)c1ccn[nH]1 (stereo not given) | 8.9 | 1.3 | 2.1 | 7.6 | 5.1 | 9.4 | -0.6 | 5.6
Cc1ccc2[nH]c(=O)c(CN(CCCO)S(=O)(=O)c3cccc4nsnc34)cc2c1 | 6.7 | -6.4 | 2.4 | 10.1 | -22.5 | 21.4 | 4.9 | -10.9
Oc1cccc2ccc(/C=C/c3ccc(Br)s3)nc12 | 42.7 | -24.6 | 31.1 | 3.1 | -135.1 | -74.1 | 1.0 | 11.0
CCCNC(=O)c1c(NC(=O)C2COc3ccccc3O2)sc2c1CCCC2 (stereo not given) | 3.6 | -6.1 | -7.6 | -3.9 | 3.9 | -3.9 | -7.5 | -3.6
Cc1ccc2nc(C)c3c(c2c1)SCC3 | -0.4 | 2.1 | 9.0 | -37.4 | -1.5 | -12.9 | -5.7 | -3.5
COC(=O)CCCC(=O)N1CCC(CCC(=O)NC2CC2)CC1 | -5.4 | 8.7 | 4.6 | -13.5 | 0.8 | 4.3 | -5.2 | -5.9
CCOc1ccccc1N(CC(=O)O)S(=O)(=O)c1ccc(C)cc1 | -10.4 | -3.9 | -8.5 | 3.8 | 4.8 | -8.3 | 0.0 | 8.0
COc1ccccc1NC(=S)N(Cc1ccccc1)Cc1cccnc1 | -2.7 | -11.7 | 16.8 | 1.0 | 6.5 | -14.5 | -1.2 | -3.9
CCOC(=O)N1CCN(C(=O)c2ccc(NS(=O)(=O)c3ccc(C)cc3)cc2)CC1 | 0.2 | -4.3 | -12.6 | 21.5 | -44.4 | -3.3 | 0.6 | 4.4
O=C(OCC(=O)N(CCc1ccccc1)Cc1ccccc1)c1cc(S(=O)(=O)N2CCOCC2)ccc1F | 12.7 | 9.4 | 6.3 | 8.4 | 23.0 | 7.8 | 17.0 | 16.2
CCCCC(=O)Nc1ccc(NC(=S)NC(=O)CC)cc1OC | -6.0 | 6.0 | 4.6 | 40.6 | -19.6 | 15.3 | -1.8 | -0.4
O=C(CCCN1C(=O)/C(=C/c2ccccc2)SC1=S)Nc1ccc(C(=O)O)c(O)c1 | 72.6* | -12.8 | 25.5 | 12.9 | 27.2 | -16.4 | 3.6 | 10.2
COc1ccc(CN=C(N)N=C(N)N)cc1Cl | -6.5 | -0.4 | 8.3 | 1.0 | 6.3 | 26.2 | -4.2 | -5.8
N#CCCN(Cc1cccnc1)S(=O)(=O)c1ccc2ccccc2c1 | -2.2 | 5.9 | -9.4 | 5.0 | 10.8 | 1.5 | 1.4 | -3.7
CCCCCN(C(=O)CCC(=O)OCc1ccccc1F)c1c(N)n(CCCC)c(=O)[nH]c1=O | -1.0 | -7.3 | 6.0 | -10.3 | -7.4 | -5.6 | 1.0 | 2.8
Cc1noc(C)c1C(=O)OCC(=O)N(C)C1CCS(=O)(=O)C1 (stereo not given) | -10.1 | 3.5 | 8.7 | 20.4 | 6.3 | -7.1 | 1.4 | -2.1

Record cards, as listed above.
Record of Cc1ccc2[nH]c(=O)c(CN(CCCO)S(=O)(=O)c3cccc4nsnc34)cc2c1 → SENP8 block = 6.7; UBC13 polyUb = -6.4; CCR6 antagonist = 2.4; Gli-Sufu antag = 10.1; 697 NFkB inh = -22.5; Jurkat NFkB inh = 21.4; EBI2 block = 4.9; Apaf1 inhib = -10.9
Record of CCCCCN(C(=O)CCC(=O)OCc1ccccc1F)c1c(N)n(CCCC)c(=O)[nH]c1=O → SENP8 block = -1.0; UBC13 polyUb = -7.3; CCR6 antagonist = 6.0; Gli-Sufu antag = -10.3; 697 NFkB inh = -7.4; Jurkat NFkB inh = -5.6; EBI2 block = 1.0; Apaf1 inhib = 2.8

Further structures:
SMILES | SENP8 block | UBC13 polyUb | CCR6 antagonist | Gli-Sufu antag | 697 NFkB inh | Jurkat NFkB inh | EBI2 block | Apaf1 inhib
O=C(CCc1ccccc1Cl)Nc1ccc(S(=O)(=O)N2CCOCC2)cc1 | -3.6 | 1.1 | 13.7 | 8.9 | -7.0 | -1.0 | 1.5 | 12.9
Cc1ccc(-n2c(C)csc2=N)cc1 | -6.6 | 0.5 | -4.1 | -0.4 | -97.2 | -78.9 | -10.2 | -7.0
Cc1cc(C(=O)NC2CCCc3c2cnn3-c2ccc(C(C)(C)C)cc2)nn1C (stereo not given) | -7.3 | -3.4 | -0.8 | 57.5* | 19.3 | 38.6 | -11.8 | 9.8
Cc1onc(-c2ccccc2Cl)c1C(=O)OCC(=O)c1c(N)n(C)c(=O)n(C)c1=O | -10.6 | 6.0 | 10.0 | 12.0 | 8.1 | 6.8 | -5.3 | 4.0
CC(C)(C)n1ncc2c(=O)n(CC(=O)N3CCCc4ccccc43)cnc21 | -3.1 | 2.9 | -1.5 | 6.0 | -5.2 | -17.0 | -9.7 | 8.7
Cc1nn2c(COc3ccc(NC(=O)c4ccccc4Cl)cc3)nnc2c2ccccc12 | 0.3 | -4.1 | -10.3 | -0.3 | 2.0 | 29.1 | -0.4 | 13.3
Cc1sc2nc(CN3CCOCC3)[nH]c(=S)c2c1C | -3.6 | 31.0 | 31.6 | 4.8 | -19.3 | -2.4 | -2.3 | 9.7

Assay outcomes: PubChem, Sanford-Burnham Center for Chemical Genomics

A portion of the library, so the mix of outcomes need not match the whole.
